RXFP1 antagonist: antagonists of human relaxin receptor RXFP1. Q9HBX9. HEK293-RXFP1, relaxin-stimulated cAMP HTRF, 30 min; stronger effect = lower value. activity change, negative = inhibition, % at 57.5 µM. 350,000 compounds, 0.59% hits. AID 1259400;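 active means activity change of -60% or lower, but not beyond a set lower limit; inconclusive means change between -60% and -40%, or beyond the set limit; inactive means change above -40%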; further: on the % scale 0 is the no-effect control and ±100 the full control effect
D2 ag: agonists of human D2 dopamine receptor; 340,000 compounds, 0.53% hits; P14416; HEK293 T-REx D2 cells, calcium flux agonist mode; activation, % at 2 µM;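 active means activation over 3 SD above normal in the single-dose calcium agonist read, cut at about 30% in these data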; further: 0% is about no effect
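Agonism scored from kinetic calcium signal (1 read/sec, 180 s) following compound pin transfer, after a 10 s baseline. Cells: HEK293 Trex line expressing inducible D2 receptor coupled to calcium, dye-loaded after overnight culture at 30 C.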
D1 PAM: human D1 dopamine receptor positive modulation. AID 504651. HEK293 TREx D1 cells, calcium flux, dopamine EC20 potentiation. 360,000 compounds, 0.036% hits. P21728. potentiation, % at 10 µM; in the data active means potentiation above about 30%; further: 0% is about no effect
Target sequence (P21728 whole entry, looked up): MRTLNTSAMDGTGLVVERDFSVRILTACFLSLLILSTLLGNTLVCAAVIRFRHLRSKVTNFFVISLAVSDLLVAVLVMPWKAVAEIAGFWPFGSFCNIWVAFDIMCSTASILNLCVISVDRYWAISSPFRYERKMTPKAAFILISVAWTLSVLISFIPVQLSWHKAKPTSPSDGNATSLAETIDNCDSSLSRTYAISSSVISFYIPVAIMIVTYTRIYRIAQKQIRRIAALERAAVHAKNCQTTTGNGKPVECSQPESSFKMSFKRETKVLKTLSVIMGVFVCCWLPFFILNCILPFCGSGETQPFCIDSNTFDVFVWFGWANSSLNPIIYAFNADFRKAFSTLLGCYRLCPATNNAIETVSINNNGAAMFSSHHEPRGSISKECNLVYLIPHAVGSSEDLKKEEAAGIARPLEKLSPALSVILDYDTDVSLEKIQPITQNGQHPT
D1 antagonist: human D1 dopamine receptor antagonism; HEK293 TREx D1 cells, calcium flux, dopamine EC80; stronger effect = lower value; activity change, negative = inhibition, % at 10 µM; 360,000 compounds, 3.2% hits; AID 504652; in the data active means activity change below about -30%; further: on the % scale 0 is the no-effect control and ±100 the full control effect
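HEK293 T-REx cells expressing inducible, force-coupled D1 receptor; no-wash Ca dye, 30–90 min RT. Cmpd → 180 s read at 1 Hz → EC80 DA → 180 s read.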
D2 potentiator: positively modulates the human D2 dopamine receptor allosterically; P14416; HEK293 T-REx D2, calcium flux, EC20 dopamine potentiation; potentiation, % at 10 µM; 340,000 compounds, 0.34% hits;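 active means potentiation over 3 SD above the plate norm, cut at about 30% in these data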; further: 0% is about no effect
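Cells plated with tetracycline inducer and held overnight at 30 C; calcium dye loaded 30–90 min at room temperature; baseline taken, compound added and read 180 s; EC20 dopamine then added and read 180 s.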
D1 ag: activates the human D1 dopamine receptor | P21728 | HEK293 T-REx D1 cells, calcium flux, agonist mode | activation, % at 2 µM | 360,000 compounds, 1% hits; in the data active means activation above about 30%; further: 0% is about no effect
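Tetracycline-induced HEK293 TREx D1 cells, force-coupled to calcium signalling, were dye-loaded with a no-wash calcium kit. Compound was pin-added after a 10 s baseline. Fluorescence was read kinetically at 1 cycle/s for 180 s, with calcium rises flagged as agonism.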
RXFP1 ag: agonists of human relaxin receptor RXFP1 | Q9HBX9 | HEK293T-RXFP1 cAMP TR-FRET, 30 min; response scale: percent of porcine relaxin response, buffer zero | Potency, µM (highest dose often 57.5 µM), for the others: at the top dose activation, hits mostly activators | 370,000 compounds, 0.3% hits | AID 2676; active means well fitted activation curve with a large enough effect; inconclusive means small, poorly fitted or top-dose-only effect; further: potency means the concentration at half of the fitted maximal effect; on the % scale 0 is the no-effect control and ±100 the full control effect; nearly all actives have a fitted effect of over 60% in size; many of its hits are not listed in these tables
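cAMP rise read by TR-FRET after 30 min, 37C compound exposure (up to 58 uM) in RXFP1-transfected HEK293 cells with Ro 20174 present. EC50 from Hill-equation fits, with 29 nM porcine relaxin as 100% and buffer as basal.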
TRHR PAM: TRH receptor (human) allosteric enhancement; enhancement, % at 2 µM; TRHR cells, fluo-8 calcium fluorescence, EC20 TRH enhancement; 360,000 compounds, 0.66% hits; AID 493056; in the data active means enhancement above about 30%; further: 0% is about no effect
Target sequence (P34981 whole entry, looked up): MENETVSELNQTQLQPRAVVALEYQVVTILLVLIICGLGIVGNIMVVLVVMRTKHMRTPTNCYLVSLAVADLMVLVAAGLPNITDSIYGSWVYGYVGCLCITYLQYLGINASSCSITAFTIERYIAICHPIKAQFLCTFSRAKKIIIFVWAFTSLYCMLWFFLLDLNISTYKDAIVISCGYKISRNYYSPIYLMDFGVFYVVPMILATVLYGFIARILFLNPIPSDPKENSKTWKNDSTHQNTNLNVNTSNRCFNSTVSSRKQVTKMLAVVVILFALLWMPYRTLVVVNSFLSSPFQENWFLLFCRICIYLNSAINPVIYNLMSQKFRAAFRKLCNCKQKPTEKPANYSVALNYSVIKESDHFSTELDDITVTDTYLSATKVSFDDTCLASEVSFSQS
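Enhancer read-out: after compound pinning and an initial kinetic agonist-mode read, an EC20 of TRH (10 nM final) was injected and fluo-8 calcium signal (Ex 480/Em 530) followed at 1 s/cycle for 100 cycles in TRHR-expressing cells.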
D2 antagonist: D2 dopamine receptor (human) antagonism; P14416; HEK293 TREx D2 cells, calcium flux, dopamine EC80; inhibition, % at 10 µM; 340,000 compounds, 2% hits; AID 485344; in the data active means inhibition above about 30%; further: 0% is about no effect
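Dopamine at EC80 is the agonist stimulus; test compounds precede it by 180 s. Calcium flux read kinetically in a force-coupled, inducible HEK293 T-REx D2 cell line.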
* hit, by the source's call; ? = inconclusive; nt = not tested or not shown; & = joins results of further samples. Only part of the results is shown. The share of hits here may be higher or lower than overall.

item	Structure	D1 antagonist	D2 potentiator	D2 antagonist	D2 ag	D1 ag	RXFP1 antagonist	D1 PAM	TRHR PAM	RXFP1 ag
1	CN(Cc1c[nH]c2ccccc12)C1CCCCC1	2	11	-17	-0.1	2	-5	-15	-2	-0.8%
2	CC12CCC3C(CCC4C/C(=N/O)CCC43C)C1CCC2O (stereo unspecified)	11	9	-11	-1.8	10	7	-1	1	-0.3%
3	C[N+]1(C)CCc2cc3c(cc2[C@H]1[C@@H]1OC(=O)c2c1ccc1c2OCO1)OCO3	8&-16	-4&16	7&25	-3.1&0.4	2&-1	nt	3&5	-4&2	2.8%&-0.2%
4	CC1(C)C(C(=O)NCc2ccco2)C1(C)C	-16	-6	-6	1.4	1	-8	-5	-6	-1.4%
5	Cc1cc(OCC(=O)NCC(O)c2ccccc2)c2c3c(c(=O)oc2c1)CCC3 (stereo unspecified)	1	-5	10	-0.7	-1	-14	0	3	3.3%
6	CCOc1cc2c(cc1OCC)-n1cccc1C(c1cccc(F)c1)NC2 (stereo unspecified)	0	-3	7	0.3	0	-13	-6	-14	-0.2%
7	CC1=C(C(=O)O)N2C(=O)C(NC(=O)Cc3ccccc3)C2SC1 (stereo unspecified)	-2	2	-12	-0.1	2	-16	5	9	0.9%
8	CN(C)/C=C(\C=[N+](C)C)c1[nH]ncc1[N+](=O)[O-]	-8	-7	-19	0.2	2	-5	-4	-1	1.4%
9	Cc1cc(Cl)ccc1C(=O)C1CCCN(C2CCSCC2)C1 (stereo unspecified)	27	4	11	-0.4	-1	-13	3	2	-2.2%
10	CCn1c(CN2CCN(C)CC2)nc2ccccc21	8	nt	nt	-0.1	1	6	-2	-2	-0.9%
11	Cc1ccc(NC(=O)c2ccc(C)c(S(=O)(=O)N3CCCCC3)c2)nc1	5	-5	12	0.9	6	-16	-9	-2	2.0%
12	CN1CCN(Cc2nc3ccccc3c(=O)[nH]2)CC1	0	-10	8	0.3	0	5	0	-2	1.1%
13	CCCCCn1c(=O)c(C(=O)Nc2ncccc2C)c(O)c2ccccc21	3	-3	-8	0.0	11	9	0	6	1.0%
14	CCOC(=O)[C@]1(C#N)[C@@H]2C=CC(C(N)=O)=CN2[C@@H](C(N)=O)[C@@H]1c1ccc(F)cc1	7	0	-3	-0.4	3	2	-4	-4	-2.5%
15	NCCc1c[nH]c2ccc(F)cc12	-30*	-28	95*	5.4	1	nt	-3	-2	0.1%
16	CCOc1ccc2nc(N=Nc3c(O)[nH]c(=S)[nH]c3=O)sc2c1	-4	-2	0	0.3	1	-9	3	1	-0.5%
17	CC(=NCCCn1ccnc1)c1c(O)n(-c2ccccc2)c(=O)[nH]c1=O	1	11	5	0.2	2	-1	-6	3	-6.0%
18	Brc1ccc(C2N3CCCN23)cc1 (stereo unspecified)	-2	13	6	0.4	0	-3	-5	5	0.8%
19	COc1cccc(C(=O)C2CN(C)CC2c2ccc(Cl)cc2)c1 (stereo unspecified)	-4	-19	-9	0.2	12	-15	-8	-4	3.2%
20	CCN1CCN(c2ccc(N)cc2C)CC1	2	-10	13	4.2	4	-15	-6	7	-3.4%
21	CCOc1cccc(N2C(=O)/C(=C/c3ccco3)C(=O)NC2=S)c1	7	9	-5	2.3	-1	10	-3	34*	3.2%
22	O=c1[nH]c2ccccc2c(=O)n1-c1cccc(Cl)c1	0	4	-7	-0.2	1	0	-4	1	-1.2%
23	O=C(CCl)NCC1CCCO1 (stereo unspecified)	6	-3	10	2.7	3	-13	-3	17	2.9%
24	CCOc1ccc(NC(=O)CCNC(=O)N2C[C@H]3C[C@@H](C2)c2cccc(=O)n2C3)cc1	-8	nt	nt	nt	3	nt	-2	-2	1.0%
25	CCOC(=O)C1CCN(C(C)C(=O)c2c(C)[nH]c3cc(C)ccc23)CC1 (stereo unspecified)	9	-10	-28	-1.5	9	-7	-4	0	-0.2%

In another format: entries from further up.
7: CC1=C(C(=O)O)N2C(=O)C(NC(=O)Cc3ccccc3)C2SC1 (stereo unspecified)
  D1 antagonist = -2 | D2 potentiator = 2 | D2 antagonist = -12 | D2 ag = -0.1 | D1 ag = 2 | RXFP1 antagonist = -16 | D1 PAM = 5 | TRHR PAM = 9 | RXFP1 ag = 0.9%
8: CN(C)/C=C(\C=[N+](C)C)c1[nH]ncc1[N+](=O)[O-]
  D1 antagonist = -8 | D2 potentiator = -7 | D2 antagonist = -19 | D2 ag = 0.2 | D1 ag = 2 | RXFP1 antagonist = -5 | D1 PAM = -4 | TRHR PAM = -1 | RXFP1 ag = 1.4%
9: Cc1cc(Cl)ccc1C(=O)C1CCCN(C2CCSCC2)C1 (stereo unspecified)
  D1 antagonist = 27 | D2 potentiator = 4 | D2 antagonist = 11 | D2 ag = -0.4 | D1 ag = -1 | RXFP1 antagonist = -13 | D1 PAM = 3 | TRHR PAM = 2 | RXFP1 ag = -2.2%
10: CCn1c(CN2CCN(C)CC2)nc2ccccc21
  D1 antagonist = 8 | D2 potentiator = nt | D2 antagonist = nt | D2 ag = -0.1 | D1 ag = 1 | RXFP1 antagonist = 6 | D1 PAM = -2 | TRHR PAM = -2 | RXFP1 ag = -0.9%

3 neighbouring entries out of the list so far, quoted:
item	Structure	D1 antagonist	D2 potentiator	D2 antagonist	D2 ag	D1 ag	RXFP1 antagonist	D1 PAM	TRHR PAM	RXFP1 ag
1	CN(Cc1c[nH]c2ccccc12)C1CCCCC1	2	11	-17	-0.1	2	-5	-15	-2	-0.8%
2	CC12CCC3C(CCC4C/C(=N/O)CCC43C)C1CCC2O (stereo unspecified)	11	9	-11	-1.8	10	7	-1	1	-0.3%
3	C[N+]1(C)CCc2cc3c(cc2[C@H]1[C@@H]1OC(=O)c2c1ccc1c2OCO1)OCO3	8&-16	-4&16	7&25	-3.1&0.4	2&-1	nt	3&5	-4&2	2.8%&-0.2%

Additional compounds.
item	Structure	D1 antagonist	D2 potentiator	D2 antagonist	D2 ag	D1 ag	RXFP1 antagonist	D1 PAM	TRHR PAM	RXFP1 ag
26	COC(=O)C1=C(c2ccc(F)cc2OCc2ccccc2)C[C@@H]2CC[C@H]1N2C(=O)NCc1ccc2[nH]ccc2c1	nt	7	4	-1.2	2	nt	-2	-3	-0.3%
27	Cc1cccc(CCNCc2cc3cc(C)cc(C)c3[nH]c2=O)c1	21	-2	0	0.4	2	0	-1	-2	3.9%
28	COCCOC(=O)C1=C(N)Oc2c(c(=O)oc3ccccc23)[C@@]12C(=O)Nc1ccccc12	2	-4	-5	0.4	3	9	4	-7	-1.0%
29	Cn1c(O)c(C=NCCN2CCOCC2)c(=O)n(C)c1=S	-8	4	6	1.5	2	0	2	1	?
30	CCCOc1ccccc1NP(=O)(Oc1ccccc1)Oc1ccccc1	-5	-1	-8	0.4	6	-2	-5	-1	1.2%
31	CC1CC2(O)c3no[n+]([O-])c3CCC2N1O (stereo unspecified)	6	nt	nt	nt	1	17	-8	-5	0.6%
32	COc1ccc(CNCCc2c[nH]c3ccccc23)c(OC)c1C	-3	-15	33*	7.3	21	-25	-8	2	1.2%
33	CN1C(=O)N(C)C(=O)C(CCc2ccccn2)(CCc2ccccn2)C1=O	-5	10	-6	-1.5	2	-11	-1	1	-0.7%
34	N#CCCn1cc(C(=O)Nc2ccc(F)cc2)c(-c2ccc([N+](=O)[O-])cc2)n1	1	2	-23	1.6	0	0	0	11	-1.5%
35	O=S(=O)(F)c1ccc2nc(-c3cccc(Sc4ccccc4)c3)cc(Cl)c2c1	-19	-9	4	-0.4	1	-17	-2	0	0.3%
36	CCOC(=O)N(C)c1ccc(C(O)(C(=O)OCC)C(F)(F)F)cc1 (stereo unspecified)	-4	4	-14	-0.2	4	2	0	12	-1.1%
37	COC(=O)C1=C(c2ccc(F)cc2F)C[C@@H]2CC[C@H]1N2C(=O)NC1CCCCC1	31	nt	nt	nt	3	nt	2	5	0.9%
38	C=CCn1c(O)c(C=Nc2ccc(F)cc2)c(=O)[nH]c1=O	-10	nt	nt	nt	-1	-10	-11	0	1.6%
39	COc1ccccc1-n1c(/C=C/c2ccccn2)nc2ccccc2c1=O	-7	8	-34	-1.0	0	-5	-2	-8	1.0%
40	COC(=O)C1=C(c2cccc(OCc3ccccc3)c2)C[C@@H]2CC[C@H]1N2C(=O)NCc1ccc(OC)c(OC)c1	nt	-8	-4	9.3	3	nt	-2	-6	0.8%
41	Cn1c(O)c(/C=C2\N=c3ccccc3=C2CCNC(=S)NC2CC2)c(=O)n(C)c1=O	2	10	-6	-0.1	2	?	-11	-13	-9.7%
42	CC(=O)OC1(c2ccccc2)CCN(C2CCCCC2)CC1C (stereo unspecified)	-1	-20	53*	67*	1	-6	0	-3	0.6%
43	O=C1OCc2cc(N=Nc3c(O)[nH]c(=O)[nH]c3=O)ccc21	4	nt	nt	nt	3	9	1	-3	10µM*
44	O=C(/C=C/c1ccc2c(c1)OCO2)c1c(O)n(CCc2ccccc2)c(=O)[nH]c1=O	11	-3	-6	21	10	-3	-1	3	5.0%
45	CC(=O)N(C1=NCCCS1)c1ccccc1Cl	-6	-1	18	-0.2	5	-1	3	-3	1.5%
46	Cc1ccc(OCC(=O)N2CCN(Cc3ccc4c(c3)OCO4)CC2)cc1C	0	-8	-9	-0.7	1	10	-3	-3	2.3%
47	COc1ccccc1CN1CCCC(C(=O)c2ccccc2OC)C1 (stereo unspecified)	-1	-16	-7	0.2	3	-6	-3	6	0.1%
48	FC(F)=C(F)CCSc1ncn[nH]1	-2	7	5	-1.0	4	4	-1	1	-0.9%
49	CNc1cc(N2CCN(C)CC2)ccc1[N+](=O)[O-]	7	-2	-20	-1.1	2	0	-9	-2	1.0%
50	NC(C(=O)O)c1cc(=O)[nH]o1 (stereo unspecified)	6	19	-15	-1.9	1	nt	-7	3	-0.7%
51	COc1ccccc1/C=C1\C(=O)NC(=S)N(c2ccccc2)C1=O	-7	8	11	-0.3	2	3	5	0	4.7%
52	N#CC(C#N)=Cc1ccc(-c2ccccc2)o1	3	5	18	25	2	nt	-4	-3	0.2%
53	Cc1ccc(-c2cc(-c3ccccc3)cc(-c3ccccc3)[n+]2-c2ccccc2)cc1	5	-3	38*	1.7	1	nt	-6	-14	1.8%
54	Clc1ccccc1C1NCc2ccccc2-n2cccc21 (stereo unspecified)	-14	8	-18	-0.4	0	-21	-2	1	0.8%
55	CCCCn1c(O)c(C(C)=NCc2cc(OC)cc(OC)c2)c(=O)[nH]c1=O	nt	12	-9	0.2	1	-9	-2	0	-1.8%
56	COCCNC(=O)Cn1cc(/C=C2\C(=O)NC(=O)N(c3ccccc3F)C2=O)c2ccccc21	4	-7	-38	-0.3	2	-1	-4	-2	23%

Bioassay records from PubChem BioAssay.
